From PubChem BioAssay
OX1R antag-1 = OX1R (HCRTR1) antagonists, primary screen, fluorescence, CHO/OX1R cells, Fluo-8 calcium, orexin A. Fluo-8 calcium fluorescence. Orexin/Hypocretin receptor type 1 (Homo sapiens), O43613. inhibition, % at 5 µM. actives 0.43% (n = 330,000). AID 434989, 2010;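 active = inhibition above its plate's threshold, mean inhibition of all tested compounds on the plate plus 3 SD, cut at about 37% in these data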;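 note: 0% = orexin A challenge wells and 100% = SB-334867-A antagonist wells; not every result past the cut was called active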
Target sequence (O43613 whole entry, looked up): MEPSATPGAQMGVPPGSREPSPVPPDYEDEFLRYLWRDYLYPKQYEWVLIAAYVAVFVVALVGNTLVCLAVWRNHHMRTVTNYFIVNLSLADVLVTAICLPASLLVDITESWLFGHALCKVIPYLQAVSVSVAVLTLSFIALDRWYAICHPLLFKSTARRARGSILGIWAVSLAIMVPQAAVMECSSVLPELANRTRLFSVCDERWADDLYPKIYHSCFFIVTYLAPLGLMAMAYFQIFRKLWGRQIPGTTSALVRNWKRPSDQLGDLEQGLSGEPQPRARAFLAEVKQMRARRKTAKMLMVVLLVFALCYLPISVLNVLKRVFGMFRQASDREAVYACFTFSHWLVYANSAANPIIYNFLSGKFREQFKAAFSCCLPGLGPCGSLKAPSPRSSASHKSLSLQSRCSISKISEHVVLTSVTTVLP
OX1R antag-2 = antagonists of human orexin 1 receptor (OX1R); OX1R-expressing cells, FRET antagonist read-out; AID 485270, 2010; actives 1.8% (n = 330,000); inhibition, % at 6.6 µM; in the data active = inhibition mostly above about 38%, no sharp cut-off; inactive = mostly below about 40%;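 note: 0% = agonist challenge alone and 100% = reference antagonist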
An asterisk follows results filed as active; + = active, no number.

SMILES	OX1R antag-1	OX1R antag-2
CC1(C)CC(=O)C2=C(C1)OC(N)=C(C#N)C21CCN(Cc2ccccc2)CC1	-27	14
COc1ccc(CN2C(=O)C(CC(C)C)Nc3ncnc(N4CCCCC4)c32)cc1 (stereo unspecified)	-39	11
Cc1ccc(NC2CCCN(C(=O)c3ccccc3-c3ncc[nH]3)C2)cc1C (stereo unspecified)	-14	34
COc1ccccc1OCCCN1C(=O)C(=O)c2cccc(C)c21	-13	20
COc1ccc(CCNCC(O)COc2ccc(OC)cc2C(C)(C)C)cc1 (stereo unspecified)	21	3
Cc1ccc(-c2cc(C(=O)Nc3ccccn3)c3ccccc3n2)o1	-26	20
O=C(O)CCC(=O)Nc1ccc(C(=O)OCC(=O)c2ccc(Cl)cc2)cc1	-17	10
COc1ccc(CCNC(=O)c2cnc(C)cn2)cc1	-1	8
CCNC(=O)CC1C(=O)N(c2ccc(F)cc2)C(=O)N1CCC(C)C (stereo unspecified)	6	3
O=C(NC(=S)NCCOCc1ccc(Cl)cc1)c1cccnc1	-29	13
[O-]c1n[n+](-c2ccc(Cl)cc2)cc2ccccc12	-19	29
COc1ccc(S(=O)(=O)N2CCCC2CNC(=O)C(=O)NCc2ccc3c(c2)OCO3)cc1 (stereo unspecified)	-16	0
COC(=O)c1ccc(CNC(=O)c2c3c(nc4ccccc24)CCN(Cc2ccccc2)C3)cc1	-12	24
COc1cc(CN2CCC(CCC(=O)NC3CC3)CC2)cc(Cl)c1OC	-27	-4
CCOc1cc(Br)c(Br)c(C=Nc2ccc(NC(C)=O)cc2)c1O	6	2
CC(C)(C)n1nnnc1C(c1ccccc1F)N(Cc1ccco1)CC1CCCO1 (stereo unspecified)	4	16
COC(=O)[C@]1(Cc2ccccc2)N[C@H](CN(C)S(=O)(=O)c2ccc(C(F)(F)F)cc2)[C@@H]2C(=O)N(Cc3ccccc3)C(=O)[C@@H]21	2	-4
COc1ccc(OC)c2sc(NC(=O)c3ccc(Br)s3)nc12	-6	7
CCNc1c(NS(=O)(=O)c2ccc(OC)cc2)c(=O)oc2ccccc12	-14	6
O=C(CN1C(=O)COc2ccc(S(=O)(=O)N3CCCCC3)cc21)NCc1ccccc1Cl	-40	19
COc1ccc(-n2c(SCCC#N)nnc2-c2cc(Cl)ccc2OC)cc1Cl	-26	6
Cc1ccc(OC(=O)c2cc(C)nn2C(C)(C)C)cc1	-12	8
O=C(CCl)c1ccc2[nH]c(=O)oc2c1	1	6
O=C(CSc1nccc2ccccc12)N1CCN(c2ccccn2)CC1	-21	17
COc1cc(OC)c(NC(=O)CCc2ccccc2)cc1Cl	-24	9
O=C(Nc1nnc(-c2ccccc2)o1)Nc1ccccc1Cl	-15	-1
Cc1csc(NC(=O)Cc2ccc(Cl)cc2)n1	-17	2
O=C(NCc1ccccc1)C(=O)Nc1nc(-c2ccccc2)cs1	-10	17
CC(C)(C)NC(=O)CN(Cc1ccc2c(c1)OCO2)C(=O)CNS(=O)(=O)c1ccc(F)cc1	-15	18
Cc1ccnc(NCc2cc(C)ccc2O)c1	-6	0
Cc1ccc(-c2ncccc2OC(=O)C23CC4CC(CC(C4)C2)C3)cc1	-14	19
COc1cc(CC(=O)OCC(=O)NCc2cccs2)cc(OC)c1OC	0	2
CC(=O)Nc1ccc(C(=O)Nc2ccc3c(c2)OCCO3)cc1	-2	1
CC(OC(=O)CNC(=O)c1sc2ccccc2c1Cl)c1ccccc1 (stereo unspecified)	-42	9
O=C(CN1CCC(NC(=O)c2ccccc2Cl)CC1)NCc1ccco1	-6	13
COc1ccc(NCc2ccc([N+](=O)[O-])s2)cc1	2	28
Cc1onc(C(=O)Nc2cccnc2Cl)c1[N+](=O)[O-]	18	18
COc1ccc(Nc2nc3c([nH]2)c(=O)[nH]c(=O)n3C)cc1	-6	12
COc1cc(NC(=O)c2c(-c3ccccc3Cl)noc2C)c2ncccc2c1	-27	6
CN(C)c1oc(/C=C/c2ccccc2)nc1C#N	-19	37
COc1ccc(OC)c(S(=O)(=O)N(C)CC(=O)N2CCN(c3ccccc3F)CC2)c1	-21	14
O=c1cc(CN2CCN(S(=O)(=O)c3ccc4ccccc4c3)CC2)nc2sccn12	-46	13
Cc1ccccc1OC(C)C(=O)NCCC1=CCCCC1 (stereo unspecified)	-11	4
CC(C)CC(NC(=O)c1ccc(Cl)cc1Cl)C(=O)O (stereo unspecified)	-7	6
O=C1CCC(=O)N1c1ccccc1	-4	9
O=C(NS(=O)(=O)c1ccccc1)c1ccccc1F	1	12
Cc1ccc(S(=O)(=O)NC(=O)NCCCN2CCOCC2)cc1	-1	6
O=C(O)CNc1ncccc1[N+](=O)[O-]	-3	+
C#CCOCCOCCOCCNc1nc(N2CCN(C(=O)CCCCCCCCCCNC(=O)[C@@H](CCC(=O)O)n3cc(CCCCCN)nn3)CC2)nc(N2CCN(C(=O)CCCCCCCCCCNC(=O)[C@@H](CCC(=O)O)n3cc(CCCCCN)nn3)CC2)n1	1	0
O=C(O)c1ccc(Cl)c(S(=O)(=O)NCc2cccnc2)c1	-9	8
CCC(=O)c1ccc(OCC(=O)N(Cc2nnc(-c3ccccc3Cl)o2)C2CC2)cc1	-18	34
COc1ccc(-c2coc3cc(O)c(OC)cc3c2=O)cc1	-16	4
Cc1cccc(-n2ncc3c2CCCC3NC(=O)CC(F)(F)F)c1C (stereo unspecified)	-17	6
NS(=O)(=O)c1cccc(NC(=O)Cn2cc(C(F)(F)F)cc(Cl)c2=O)c1	3	3
CC1=CC(C)(C)NC(=S)N1c1cccc2cc(S(=O)(=O)O)ccc12	7	13
CC(C)[C@@H](C(=O)N1CCN(C(=O)OC(C)(C)C)CC1)n1cc(CCO)nn1	11	11
CC1(C)Cc2c(C#N)c(NCCc3ccccc3)nc(-c3ccco3)c2CO1	-49	16
CS(=O)(=O)N(CC(=O)Nc1ccccc1C(=O)N1CCOCC1)c1ccc(F)c(Cl)c1	-21	9
Cc1ccc(CCC(=O)Nc2ccc([N+](=O)[O-])cc2Cl)o1	-16	22
Cc1ccc(-c2ccc(CCC(=O)O)n2CC2CCCO2)cc1 (stereo unspecified)	-27	5

Brought forward from above: six entries, followed by the next part.
SMILES	OX1R antag-1	OX1R antag-2
CC1=CC(C)(C)NC(=S)N1c1cccc2cc(S(=O)(=O)O)ccc12	7	13
CC(C)[C@@H](C(=O)N1CCN(C(=O)OC(C)(C)C)CC1)n1cc(CCO)nn1	11	11
CC1(C)Cc2c(C#N)c(NCCc3ccccc3)nc(-c3ccco3)c2CO1	-49	16
CS(=O)(=O)N(CC(=O)Nc1ccccc1C(=O)N1CCOCC1)c1ccc(F)c(Cl)c1	-21	9
Cc1ccc(CCC(=O)Nc2ccc([N+](=O)[O-])cc2Cl)o1	-16	22
Cc1ccc(-c2ccc(CCC(=O)O)n2CC2CCCO2)cc1 (stereo unspecified)	-27	5
CSCCCNC(=O)c1ccc(OC2CCN(CCc3ccccc3)CC2)cc1	-30	23
CCOC(=O)C1CCN(CCC(=O)Nc2ccc(F)cc2)CC1	-23	9
CCc1nc(SCC(=O)Nc2nnc(CC)s2)c2c(=O)n(C)c(=O)n(C)c2n1	-12	23
COc1ccc(-c2cc(C(=O)N3CCCC3)no2)cc1	-24	16
CC1(C)CC(NC(=O)C2CCN(S(=O)(=O)c3cccc(C(F)(F)F)c3)CC2)CC(C)(C)N1	-10	7
O=C(c1ccco1)N1CCN(CC(=O)N2CCCc3c2c(=O)oc2ccc(O)cc32)CC1	-1	9
CCOC(=O)Nc1ccc2c(c1)N(C(=O)CN1CCN(C)CC1)c1ccccc1S2	-17	-2
Cn1cccc1Cc1nnc(SCC(=O)N2CCc3ccccc32)n1CCc1ccccc1	10	26
Cc1cc(C)n(S(=O)(=O)c2cccc(Cl)c2Cl)n1	18	7
Cc1cc(SC2CCOC2=O)nc2ccccc12 (stereo unspecified)	-20	2
Cc1cccc(NC(=O)C2CC(=O)N(c3ccc4c(c3)OCCO4)C2)n1 (stereo unspecified)	15	6
COc1ccc(-c2nn(-c3ccccc3)cc2/C=C(\C#N)S(=O)(=O)c2ccccc2)cc1OC	-17	25
Cc1ccc(-c2cc(C(=O)OC3CCOC3=O)c3ccccc3n2)c(C)c1 (stereo unspecified)	-6	51
CC(C)N1C(=O)CCC1C(=O)N1CCC(Cc2ccccc2)CC1 (stereo unspecified)	-2	10
CC1CN(S(=O)(=O)c2cn(C)c(=O)n(C)c2=O)CC(C)O1 (stereo unspecified)	-9	3
CCOc1cc(NC(=S)NCC2CCCO2)c(OCC)cc1NC(=O)c1ccccc1F (stereo unspecified)	-25	-3
O=C(NCc1ccco1)c1ccc(COc2cc(Cl)ccc2Cl)cc1	-11	32
N#Cc1c(N)n(-c2ccc(N)cc2)c2nc3ccccc3nc12	-12	19
CCn1c(C)nc2cc(C(=O)NNS(=O)(=O)c3ccc(C)cc3C)ccc21	-5	5
CCCc1nn(C)c2c(=O)[nH]c(-c3ccccc3OCC)nc12	-22	16
CC(=O)c1cccc(NC(=O)NC(C)c2ccc3c(c2)OCO3)c1 (stereo unspecified)	-11	1
O=C(COC(=O)COc1ccccc1)NC1CCS(=O)(=O)C1 (stereo unspecified)	-23	7
COc1ccccc1N1CCN(C(=O)CCc2ccc(S(=O)(=O)NC(C)C)cc2)CC1	-20	1
Cc1nn(-c2ccccc2)c2nc(Cl)c(C(=O)O)cc12	-27	12
CC1(C)O[C@@H]2[C@H](O1)[C@@H](COS(=O)(=O)O)O[C@H]2n1cnc2c(=O)[nH]cnc21	-12	10
O=C(COc1ccc(C(=O)NCC2CCCO2)cc1)Nc1cccc(C(F)(F)F)c1 (stereo unspecified)	-17	23
CNC(C)C#Cc1ccc2oc3cccc(OC)c3c(=O)c2c1 (stereo unspecified)	-4	48*
C/C(=N\NC(=O)C1CC1)c1ccc(NC(=O)c2ccc(Br)o2)cc1	-20	20
COC(=O)C1SCCN1S(=O)(=O)c1ccc(Cl)cc1 (stereo unspecified)	17	23
CC(C)Cn1c(N)c(C(=O)NCC2CCCO2)c2nc3ccccc3nc21 (stereo unspecified)	-10	17

Pulled by compound from above, 4 records:
SMILES	OX1R antag-1	OX1R antag-2
COc1ccccc1N1CCN(C(=O)CCc2ccc(S(=O)(=O)NC(C)C)cc2)CC1	-20	1
CC(C)Cn1c(N)c(C(=O)NCC2CCCO2)c2nc3ccccc3nc21 (stereo unspecified)	-10	17
COC(=O)C1SCCN1S(=O)(=O)c1ccc(Cl)cc1 (stereo unspecified)	17	23
Cc1nn(-c2ccccc2)c2nc(Cl)c(C(=O)O)cc12	-27	12

Carrying on.
SMILES	OX1R antag-1	OX1R antag-2
COc1cccc(C(=O)Nc2c(F)c(F)c(F)c(F)c2F)c1	4	18
[O-][n+]1onc2c3cc(-c4ccccc4)nnc3ccc21	-3	58
CCOc1cc(CNc2ccc(CNc3ncn[nH]3)cc2)ccc1OCc1ccccc1	-15	16
O=C(CSc1nc(-c2ccccc2)cc(=O)[nH]1)Nc1ccc(F)c(F)c1	-14	3
CCOc1ccccc1CNC(=O)Cn1ccc2cc(S(=O)(=O)N3CCC(C)CC3)ccc21	-16	19
COc1ccccc1N(C)S(=O)(=O)c1ccc(C(=O)OCC(=O)N(C(C)C)C(C)C)cc1	-11	7
O=S(=O)(c1ccccc1)N1N=C(c2cccs2)CC1c1ccc(Br)cc1 (stereo unspecified)	-13	13
OCCOCCn1c(CCNc2nc(-c3ccc(F)cc3)cs2)nc2cc(C(F)(F)F)ccc21	7	47
Cc1ccc(S(=O)(=O)c2c(C)nn(C(C)(C)C)c2OC(=O)C2CCCC2)cc1	20	40
Oc1ccc(-c2cn3ccccc3n2)cc1	-2	19
Cc1ccc2nc(SCC(=O)NC(=O)NCc3ccco3)[nH]c2c1	-12	26
COc1ccc(NC(=O)C2CCC(N3C(=O)C4C5C=CC(C5)C4C3=O)CC2)cc1 (stereo unspecified)	-40	18
Cc1ccc(S(=O)(=O)CCC(=O)Nc2ccccc2Cl)cc1	-23	-4
Cc1ccc(SCC(=O)OC(C)C(=O)NCc2ccccc2)cc1C (stereo unspecified)	-12	4
O=C(NCc1cccs1)c1nn2cccnc2c1Cl	-14	15
CC(=O)Nc1nc2n(n1)C(c1ccc(Cl)cc1)C=C(C)N2 (stereo unspecified)	-7	23
CCc1ccccc1NC(=O)C1CCCN(c2nccc(C)n2)C1 (stereo unspecified)	-27	9
CNC(=O)C(=O)Nc1cc2c3c(c1)CCN3C(=O)CC2	-13	-5
O=C(NC12CC3CC(CC(C3)C1)C2)c1ccc([N+](=O)[O-])o1	-3	27
CC(C)C(NC(=O)c1ccc(C(C)(C)C)cc1)C(=O)N1CCCC1 (stereo unspecified)	-22	4
CCc1nc2ccccc2c(C(=O)OCC(=O)NCc2ccc3c(c2)OCO3)c1C	-24	37
Cn1ccnc1SCCNC(=O)CCc1nnc(CCCCc2ccccc2)o1	-12	5
COc1cccc(C(=O)CSc2nccn2C)c1	-1	13
O=C1NC(=Nc2ccccc2)/C(=C/c2ccco2)S1	2	23
O=C(NCc1nnc(SCC(=O)N2CCN(c3ccccc3)CC2)o1)c1c(F)cccc1F	-30	4
OCC[C@H]1C[C@H](O)[C@@H](O)[C@@]2(Cc3ccccc3CO2)O1	0	13
Cc1ccc(-n2cccc2/C=C2/C(=N)N3C(=NC2=O)SN=C3S(C)(=O)=O)cc1Cl	1	35
CCOC(=O)C1=C(c2ccccc2)c2ccc(OC)cc2N(S(=O)(=O)C(F)(F)F)C1C(=O)OCC (stereo unspecified)	-3	4

An excerpt from the list above, as a working copy:
SMILES	OX1R antag-1	OX1R antag-2
CC(=O)Nc1nc2n(n1)C(c1ccc(Cl)cc1)C=C(C)N2 (stereo unspecified)	-7	23
CCc1ccccc1NC(=O)C1CCCN(c2nccc(C)n2)C1 (stereo unspecified)	-27	9
CNC(=O)C(=O)Nc1cc2c3c(c1)CCN3C(=O)CC2	-13	-5
